UHRF1 binding: UHRF1 methylated DNA binding inhibitors, primary screen, counter-screen for MBD2 inhibitor project, biochemical, TR-FRET, human UHRF1, single concentration | AID 687016, 2013 | UHRF1 binding to methylated oligo | 370,000 tested, 0.75% active | E3 ubiquitin-protein ligase UHRF1 (Homo sapiens), Q96T88 | inhibition, % at 4.4 µM; in the data active = inhibition above about 21%;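 note: UHRF1 SRA domain binding a hemimethylated CpG hairpin DNA probe; 0% = median of test compound wells and 100% = reference inhibitor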
LEDGF integ inh: blockers of LEDGF/p75-dependent integrase strand transfer – biochemical, TR-FRET, high throughput, primary screen; AID 743269, 2014; 370,000 tested, 0.64% active; HIV-1 integrase (with human LEDGF/p75); inhibition, % at 3.7 µM; TR-FRET IN-LEDGF/p75 DNA integration, Eu/Cy5;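 active = inhibition above the screen-wide mean plus 3 SD, cut at about 13% in these data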;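 note: signal is the Cy5 over europium emission ratio at 671 and 618 nm; 0% = plate median of compound wells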
TDP2 inh: human TDP2 enzyme inhibitors, primary screen, biochemical, epi absorbance, recombinant enzyme | AID 720702, 2013 | 370,000 tested, 0.34% active | inhibition, % at 12.8 µM | T5PNP hydrolysis, p-nitrophenol absorbance 415 nm;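 active = inhibition above the mean of all tested compounds plus 3 SD, set per campaign, cut at about 25% in these data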;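 note: 0% = DMSO with enzyme and 100% = buffer with substrate but no TDP2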
Target sequence (O95551 whole entry, looked up): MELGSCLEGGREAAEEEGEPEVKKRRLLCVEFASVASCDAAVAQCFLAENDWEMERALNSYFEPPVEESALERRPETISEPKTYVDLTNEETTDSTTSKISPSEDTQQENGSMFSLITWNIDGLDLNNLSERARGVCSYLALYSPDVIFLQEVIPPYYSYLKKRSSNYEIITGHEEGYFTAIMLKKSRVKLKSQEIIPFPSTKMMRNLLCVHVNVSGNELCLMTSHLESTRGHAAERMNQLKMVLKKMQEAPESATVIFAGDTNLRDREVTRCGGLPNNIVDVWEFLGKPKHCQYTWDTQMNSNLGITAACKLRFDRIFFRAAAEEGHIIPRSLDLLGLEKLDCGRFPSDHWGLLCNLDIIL
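test system = human TDP2 enzyme | input = TDP2 enzyme at 120 nM final | medium = 50 mM Tris-HCl pH 7.5 with Mg2+, KCl, DTT, BSA | also added = T5PNP substrate, 5 mM | times = 2 h at 37 °C | technique = epi absorbance | benchmarks = high control without enzyme, low control DMSO plus TDP2 | replication = each compound tested once, singlicate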
MBD2 inh: inhibitors of MBD2 binding to methylated DNA, primary screen, biochemical, TR-FRET, DNA-binding domain, human. inhibition, % at 4.4 µM. AID 686964, 2013. MBD2 binding to methylated oligonucleotide. 370,000 tested, 0.31% active; in the data active = inhibition above about 13%
SIAE inh: human SIAE inhibitors, primary screen, biochemical, fluorescence polarization, FP-Rh probe, 1536-well HTS; SIAE FP-Rh probe binding; Sialate O-acetylesterase (Homo sapiens), Q9HAT2; AID 1053197, 2014; 370,000 tested, 0.69% active; inhibition, % at 9.66 µM;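 active = inhibition above a cutoff: mean of compounds within the control limits plus 3 SD of those, cut at about 17% in these data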;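 note: 0% = plate median of compound wells and 100% = probe without SIAE protein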
PRMT1 FP inh: PRMT1 methyltransferase inhibitors, primary screen, biochemical, fluorescence polarization; recombinant PRMT1, activity-based probe fluorescence polarization; inhibition, % at 2.79 µM; 370,000 tested, 1.3% active; Protein arginine N-methyltransferase 1 (Homo sapiens), Q99873;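 active = inhibition above about 21% made by adding two undisclosed values, limit read from the data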
Tn6 DDE FP: inhibitors of Tn6 peptide binding to fibrin DD(E), primary screen, biochemical, fluorescence polarization, human fibrin, Tn6 probe. inhibition, % at 8.3 µM. AID 720509, 2013. Fibrinogen beta chain (Homo sapiens), P02675. Fibrin DD(E) TRITC-Tn6 fluorescence polarization displacement. 370,000 tested, 0.21% active;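 active = inhibition above a per-campaign cutoff: mean of compounds within control limits plus 3 SD, cut at about 15% in these data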;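 note: 0% = median of all compound wells on the plate and 100% = blocking peptide control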
Target sequence (P02675 whole entry, looked up): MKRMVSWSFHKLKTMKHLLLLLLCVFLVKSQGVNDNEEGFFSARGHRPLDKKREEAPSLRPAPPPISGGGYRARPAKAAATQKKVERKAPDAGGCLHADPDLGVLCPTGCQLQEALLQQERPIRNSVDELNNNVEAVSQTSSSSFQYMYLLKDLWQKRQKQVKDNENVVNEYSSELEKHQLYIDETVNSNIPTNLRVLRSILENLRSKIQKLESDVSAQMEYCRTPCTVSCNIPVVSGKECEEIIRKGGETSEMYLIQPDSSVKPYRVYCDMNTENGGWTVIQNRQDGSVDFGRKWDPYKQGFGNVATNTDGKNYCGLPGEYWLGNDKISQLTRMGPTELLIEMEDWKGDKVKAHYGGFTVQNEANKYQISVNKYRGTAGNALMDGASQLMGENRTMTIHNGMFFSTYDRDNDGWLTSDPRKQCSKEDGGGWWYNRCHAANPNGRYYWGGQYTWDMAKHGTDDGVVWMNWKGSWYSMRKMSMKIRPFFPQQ
Tn7 DDE FP: inhibitors of Tn7 peptide binding to fibrin DD(E), primary screen, biochemical, fluorescence polarization, human fibrin, Tn7 probe; Fibrinogen beta chain (Homo sapiens), P02675; FP displacement of FITC-Tn7 peptide from fibrin DD(E); 0% = median of compound wells per plate; inhibition, % at 8.3 µM; 370,000 tested, 0.13% active; AID 720508, 2013;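 active = inhibition above the mean of compounds falling within the control limits plus 3 SD of them, cut at about 14% in these data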;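 note: 0% = plate median of compound wells and 100% = 10 µM Aha-Tn7 peptide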
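system = human fibrin DD(E) protein | quantity = DD(E) 2 µM final | medium = Tris/NaCl/CaCl2 buffer, pH 7.8 | also added = labelled Tn7 tracer, 0.1 µM | compound dosing = single point at 8.3 µM | timing = compound with protein 10 min, then 3 h after probe, room temperature | signal = FP measurement | benchmarks = Aha-Tn7 high control | repeats = one replicate per compound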
proKLK7 act: proKLK7 zymogen activators, primary screen, biochemical, fluorescence intensity. activation, % at 7 µM. purified proKLK7, EDANS-DABCYL substrate fluorescence; 100% is mature enzyme control, 0% vehicle. 370,000 tested, 0.9% active;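 active = activation above the mean of all tested compounds plus 3 SD, computed per campaign excluding outliers beyond control limits, cut at about 13% in these data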
Target sequence (P49862 whole entry, looked up): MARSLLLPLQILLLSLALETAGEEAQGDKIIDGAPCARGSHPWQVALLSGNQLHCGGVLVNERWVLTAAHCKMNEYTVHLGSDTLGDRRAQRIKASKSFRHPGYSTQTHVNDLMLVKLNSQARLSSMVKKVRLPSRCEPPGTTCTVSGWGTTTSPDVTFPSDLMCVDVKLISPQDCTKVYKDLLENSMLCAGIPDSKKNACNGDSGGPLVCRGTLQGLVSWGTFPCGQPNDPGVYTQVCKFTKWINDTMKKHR
TCR-CD3 inh: inhibitors of human TCR-CD3 interaction, primary screen, biochemical, fluorescence, TAMRA-labeled TCR probe; 360,000 tested, 0.37% active; inhibition, % at 9.4 µM; T-cell receptor (TCR); in the data active = inhibition above about 19%;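 note: recombinant mutant TCR 2C K166C tagged with TAMRA read by polarization; 0% = receptor in buffer alone and 100% = receptor with positive control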
* hit, by the source's call; nt = no result given.

SMILES	UHRF1 binding	LEDGF integ inh	TDP2 inh	MBD2 inh	SIAE inh	PRMT1 FP inh	Tn6 DDE FP	Tn7 DDE FP	proKLK7 act	TCR-CD3 inh
CC(=O)N1N=C(c2ccc(NS(C)(=O)=O)cc2)CC1c1ccc2nccnc2c1 (stereo unspecified)	3	-1	5	0	-2	4	-1	5	-0.4	-6
COc1ccc(CN2CCNC(=O)C2CC(=O)N(C)CCc2cnn(C)c2)c(F)c1 (stereo unspecified)	-2	3	11	0	7	-3	-2	-8	-0.3	-2
COc1cc(CNn2cn[nH]c2=S)ccc1OCC(=O)NC(C)(C)C	2	2	-10	-4	5	-1	5	-7	0.2	-7
C/C(=N\NC(=O)C1CC1)c1ccc(OC(F)F)cc1	4	-3	-18	-3	0	3	-1	-3	-0.5	2
Cc1ccc(NC(=O)C2CCN(C(=O)NC3CCCCC3)CC2)c(C)c1	1	-1	-2	4	-10	1	-1	1	0.2	-5
Cc1ccc(C(=O)N2CCSCC2)cc1	-1	4	-15	-6	8	2	-3	8	0.2	-1
COCCn1cnc2c1c(=O)n(CC#N)c(=O)n2Cc1ccccc1	7	1	-10	3	4	13	-1	3	-0.1	0
O=C(Nc1ccc(Cl)cc1)C1C2CCC3C(CCC21)C3(Cl)Cl (stereo unspecified)	0	-1	-4	2	-16	-5	-15	0	0.8	3
CCCn1c(SCC(=O)Nc2cc(S(=O)(=O)N(C)C)ccc2OC)n[nH]c1=O	-1	3	-5	1	0	-1	5	-5	0.1	2
NC(=O)c1cnn(-c2cc(Oc3ccccc3)ncn2)c1N	0	1	5	3	1	1	6	6	-0.9	2
O=C(CC1CCCCC1)NCc1ccc(Cl)cc1	0	-1	10	-1	0	-1	3	3	0.1	0
CC1CC1C(=O)OCC(=O)NCc1ccc(Cl)cc1Cl (stereo unspecified)	0	-1	-10	5	-4	4	6	1	0.0	1
Cc1nc(-c2ccc(F)cc2)c(CC(=O)N(C)CC(=O)Nc2ccc(Cl)c(C(F)(F)F)c2)s1	4	3	-22	-2	-29	-7	-7	-4	-0.7	-7
c1ccc(N2CCN(c3ncnc4scc(-c5cccs5)c34)CC2)cc1	18	-3	-4	13	-6	5	-6	-2	-0.2	-7
Cc1ccccc1OCCCC(=O)Nc1nccs1	0	2	6	6	-4	1	1	-5	0.7	3
CCN(Cc1ccccc1)c1ccc(/C=N/N2CCOCC2)cc1	0	-1	-14	-5	6	1	-3	-2	0.0	2
CCOC(=O)c1cn(-c2ccccc2CO)c2c(F)c(F)c(F)cc2c1=O	5	1	-16	3	-10	-4	-4	0	0.0	-1
COP(=O)(OC)C(Cc1ccccc1)NC(=O)CNC(=O)OCc1ccccc1 (stereo unspecified)	-3	1	-5	-1	5	1	5	-6	-0.5	nt
CC(C)C(=O)N1CC[C@H]2[C@H](CCCN2Cc2ccc(F)cc2)C1	6	2	-9	2	0	6	0	2	-0.3	nt
CCSC1=NC(=O)/C(=C2/C=Cc3ccccc3N2CC)S1	0	-5	-7	-1	4	-2	-7	1	-0.1	0
CC(C)N(C)C1CCN(S(=O)(=O)c2ccc(-c3ccc(=O)[nH]n3)s2)CC1	-1	-4	-4	1	6	1	5	-5	-0.4	-1
COc1ccc(/C=N/n2c(C)nnc2C)c(OC)c1	-1	-1	3	3	-6	0	-3	-3	0.5	4
CC(Cc1ccccc1)C(=O)NCc1nc2ccccc2s1 (stereo unspecified)	0	-1	-3	-4	-7	-1	4	-3	0.2	7
COCCn1cnc2c1c(=O)n(CC(=O)NCC(F)(F)F)c(=O)n2Cc1ccccc1	-1	-4	10	7	0	2	-3	-1	-0.4	-1
Cc1c(/C=C/C(=O)c2ccc(O)cc2)cnn1C	-1	-4	-8	-2	-7	-1	6	1	1.1	9
COC(=O)c1cn(-c2ccccc2)nc1-c1ccccc1	0	-2	8	0	-1	0	-6	4	0.1	4
CCc1ccc(/C=C2/SC(=S)N(CCCC(=O)Nc3ccccc3C(=O)O)C2=O)cc1	0	2	4	0	-5	-2	-7	-4	-0.8	3
Cc1ccc(S(=O)(=O)N2CCOCC2)cc1NC(=O)CN1CCN(c2ccc(O)cc2)CC1	0	0	-8	2	1	13	6	2	0.3	1
O=C(COC(=O)c1ccc(S(=O)(=O)N2CCCC2)cc1)Nc1ccc(Cl)cc1	1	-1	0	5	1	2	0	0	-0.4	-9
O=C(O)CCCNC(=O)CCn1nnc2ccccc2c1=O	0	-3	5	0	1	-2	-2	-5	0.3	0
Cn1/c(=N/NC(=O)c2ccccc2Br)sc2ccccc21	-1	-1	8	2	7	-1	-3	0	0.2	3
Cc1ccc(S(=O)(=O)N2CCCN(C(=O)OC(C)(C)C)CC2)cc1	3	-5	4	4	-10	2	1	4	0.1	-7
COc1ccc(Nc2ncccc2C(=O)Nc2ccccc2)cc1	-2	1	-4	4	8	-2	-12	1	-0.2	3
CC(C)(C)NC(=O)COC(=O)CCC(=O)c1ccc(F)cc1	1	4	3	-5	0	-3	-10	2	0.3	5
CC(=O)N1CCN(c2nc(N)c(C#N)c(CC#N)c2C#N)CC1	0	3	3	-1	0	29*	1	-2	-90	-3
COc1ccc(-c2nc(CSCC(=O)NCCCN3CCCC3=O)c(C)o2)cc1OC	-1	1	-4	2	-3	-3	-2	-3	-0.2	5
CC1=CC(C)C(C(=O)O)C(C(=O)O)C1 (stereo unspecified)	-2	4	16	-3	7	-3	-5	0	0.0	1
COc1ccc(N/C=C(\C#N)c2nc3ccccc3n2C)c(OC)c1	4	1	-4	4	7	1	1	-6	-3.7	-4
COc1ccccc1CCc1nnc(CCC(=O)NCCC2CCCCO2)o1 (stereo unspecified)	-1	-1	2	0	2	-2	-3	6	0.1	-4
C=CCn1c(C)cc(C2=NNC(=Nc3ccc(C)cc3)SC2)c1C	-8	2	8	1	11	-3	-5	-3	0.0	6
O=C(CN1c2ccccc2Sc2ccccc21)N/N=C/c1ccc([N+](=O)[O-])cc1	-2	-1	-4	0	-1	0	-5	5	0.5	0
NS(=O)(=O)c1ccc(NC(=O)COc2ncnc3sccc23)cc1	-1	-4	3	0	-8	5	-2	2	-0.5	-1
CN(C)C(CNC(=O)c1cccc(S(=O)(=O)Nc2ccccc2Cl)c1)c1ccccc1 (stereo unspecified)	-3	3	-6	-5	-1	-9	-3	-3	0.1	0
COC(=O)c1c(-c2cccnc2)csc1NC(=O)c1ccc2c(c1)OCO2	2	3	-4	-4	-8	6	-4	-5	0.1	-4
COC(=O)c1ccc(/C=N/NC(=O)C(=O)NCc2ccccc2)cc1	3	-1	2	-1	1	-2	-5	8	0.4	-2
CCOc1ccc(NC(=O)[C@@H](NC(=O)c2ccccc2Br)C(C)C)cc1	2	-1	-1	2	3	0	-2	5	0.8	-6
COc1cc(CNc2ccccc2)c([N+](=O)[O-])cc1OC	-2	0	3	-3	4	4	-10	-2	0.1	1
COC(=O)C(O)(CC(=O)Nc1cc(Cl)ccc1Cl)C(F)(F)F (stereo unspecified)	-2	-2	-4	-1	-5	-2	-7	-4	-0.2	2
O=C1c2ccccc2C(=O)C1c1ccc(O)cc1	-2	0	2	2	0	4	0	-3	-167	-5
Cc1nc2cc(NC(=O)Nc3ccccc3Cl)ccc2n1C	1	0	-2	3	-6	2	2	1	-0.4	-3
COc1ccc(Cl)cc1NC(=O)NCc1ccccn1	2	4	-1	1	8	-5	-8	0	-1.0	-8
CCCCN1CCNC[C@@H]1Cc1ccccc1	1	1	-4	-1	5	0	9	6	-0.2	-1
CC(=O)c1ccc(OCc2nnn(CC(=O)NS(=O)(=O)Cc3ccccc3)c2-c2ccccc2)cc1	0	2	8	-1	3	0	1	-1	0.3	7
Cc1ccc(N2CC(C(=O)Nc3cccnc3)CC2=O)cc1 (stereo unspecified)	2	-1	-6	1	-1	2	-6	5	-0.2	-3
O=C(c1ccc(CNS(=O)(=O)c2cccc(Cl)c2)cc1)N1CCCCC1	-2	2	2	1	1	-3	9	3	-0.4	0
CC(=O)Nc1ccc(OCC(O)CN2CCN(c3cccc(Cl)c3)CC2)cc1 (stereo unspecified)	8	3	-16	3	-3	1	1	-7	0.1	-16
COc1ccc(C(=O)Nc2ccc(S(=O)(=O)N3CCOCC3)cc2)cc1	-1	4	-2	0	4	-2	-6	-3	0.3	1
COc1ccc(-c2cc(C)no2)cc1S(=O)(=O)Nc1ccccc1	0	2	4	1	-7	1	-4	4	0.6	5
Cc1noc(-c2ccccc2OC(=O)c2ccccc2)n1	-2	1	-5	-5	5	-1	2	0	0.7	2
O=C(Nc1ccc(N2CCCCC2)c(Cl)c1)c1cccnc1	3	-1	-7	-2	1	-1	-10	3	-0.2	2

More entries:
SMILES	UHRF1 binding	LEDGF integ inh	TDP2 inh	MBD2 inh	SIAE inh	PRMT1 FP inh	Tn6 DDE FP	Tn7 DDE FP	proKLK7 act	TCR-CD3 inh
CC(C)OCP(=O)(c1ccccc1)c1ccccc1	-2	-1	-8	-2	-4	0	-1	12	0.1	2
Cc1nc2ccccc2n1CCC(=O)Nc1cccc(F)c1	0	-2	0	-1	2	0	-2	2	-0.5	5
CCN(CC)CCNC(=O)Cn1c(C)cc2ccccc2c1=O	0	-2	-8	-2	-1	-1	3	-4	0.2	7
O=C(CNC(=O)c1cccc(F)c1)N/N=C/c1cccc([N+](=O)[O-])c1	0	2	-3	1	1	1	-11	-8	-0.8	7
COc1ccc(CC(=O)OCC(=O)NC2CCCC(C)C2C)cc1 (stereo unspecified)	-2	3	-4	-5	1	-3	-1	-2	0.3	0

Records listed so far that bear a hit mark in PRMT1 FP inh:
| structure | LEDGF integ inh | TDP2 inh | MBD2 inh | SIAE inh | PRMT1 FP inh | Tn6 DDE FP | Tn7 DDE FP | proKLK7 act | TCR-CD3 inh |
| --- | --- | --- | --- | --- | --- | --- | --- | --- | --- |
| CC(=O)N1CCN(c2nc(N)c(C#N)c(CC#N)c2C#N)CC1 | 3 | 3 | -1 | 0 | 29* | 1 | -2 | -90 | -3 |

Only Tn7 DDE FP and Tn6 DDE FP (2 entries from above):
Structure	Tn7 DDE FP	Tn6 DDE FP
COc1ccc(-c2nc(CSCC(=O)NCCCN3CCCC3=O)c(C)o2)cc1OC	-3	-2
CC1=CC(C)C(C(=O)O)C(C(=O)O)C1 (stereo unspecified)	0	-5

High-throughput results deposited in PubChem BioAssay by The Scripps Research Institute Molecular Screening Center.
